Assay outcomes as filed in PubChem BioAssay.
USP2a block = inhibitors of human ubiquitin-specific protease USP2a; O75604; USP2 core, Ub-CHOP2 coupled fluorogenic reporter, 485/531; Potency, µM (doses to about 38.3 µM), inactives show at the top dose activity change, negative = inhibition, usual class: inhibitors; 330,000 compounds, 0.01% hits; AID 463254;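 further: potency means the concentration at half of the fitted maximal effect; plate controls were DMSO wells for no effect and full inhibition by NEM control for full effect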
Target sequence (O75604 whole entry, looked up): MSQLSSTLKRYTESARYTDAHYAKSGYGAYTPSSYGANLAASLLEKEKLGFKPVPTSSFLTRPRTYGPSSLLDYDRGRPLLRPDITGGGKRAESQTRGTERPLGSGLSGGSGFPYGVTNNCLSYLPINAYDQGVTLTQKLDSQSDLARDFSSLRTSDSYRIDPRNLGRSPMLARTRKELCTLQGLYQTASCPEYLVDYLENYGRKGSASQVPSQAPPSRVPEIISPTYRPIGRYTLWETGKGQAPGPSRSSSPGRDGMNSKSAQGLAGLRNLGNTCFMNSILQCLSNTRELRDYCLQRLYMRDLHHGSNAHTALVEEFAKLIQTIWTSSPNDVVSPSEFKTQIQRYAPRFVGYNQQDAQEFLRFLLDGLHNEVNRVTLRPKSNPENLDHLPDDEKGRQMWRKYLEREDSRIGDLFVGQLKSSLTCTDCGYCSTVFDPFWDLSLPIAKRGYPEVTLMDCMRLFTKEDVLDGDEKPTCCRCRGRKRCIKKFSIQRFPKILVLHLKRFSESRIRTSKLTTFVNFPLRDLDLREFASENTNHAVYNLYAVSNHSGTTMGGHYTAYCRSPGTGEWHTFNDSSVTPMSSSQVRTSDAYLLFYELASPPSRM
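Deubiquitinase activity read as fluorescence (485/531 nm) after Ub-CHOP2 cleavage activates the enterokinase reporter on its substrate; USP2 core 10nM, Ub-CHOP2 and substrate 25nM each, 30min compound preincubation then 60min RT; data normalized to NEM, curves fitted.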
TCR activator = activates T cell receptor signaling | primary human leukocytes, anti-CD3, IL-2 HTRF, 48 h | Potency, µM (titrated, usually from 9.22 µM), without a hit: at the highest dose activation of IL-2 secretion, usual class: activators | 330,000 tested, under 10 active | AID 504894; further: % of control where 0% means no effect
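Human primary leukocytes + a-CD3 beads + cpd, 48 hr; IL-2 in supernatant by HTRF (ex 320nm / em 665nm). No co-stimulatory signal supplied.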
Tb PFK inh = inhibitors of T. brucei phosphofructokinase. O15648. T. brucei PFK, ADP-Glo luminescence. Potency, µM (top dose mostly 57.5 µM), inactives show top-dose activity, negative = inhibition, most hits filed as inhibitors. 330,000 compounds, 0.17% hits. AID 485367;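 further: potency means the concentration at half of the fitted maximal effect; 0% = uninhibited 1x PFK enzyme wells and -100% = no-enzyme wells; nearly all actives have a fitted effect of over 60% in size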
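1.25 nM PFK with 0.5 mM F6P and 0.1 mM ATP in 0.1 M TEA pH 8.0, 5 mM MgCl2, incubated 45 min at room temperature; ADP measured by ADP-Glo luminescence; compounds titrated up to 57 uM.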
Chronic BCR inh = inhibitors of chronic active B-cell receptor signaling | ABC-DLBCL IkBa-CBG/CBR reporter, luminescence ratio, 4 h | Potency, µM (top dose mostly 46.1 µM), without a hit: at the highest dose ratio change, negative = lower green/red ratio, actives largely listed as inhibitors | 340,000 compounds, 0.05% hits; active means well fitted inhibition curve with a large enough effect in the signal ratio, with a control signal flat, not every such curve was filed as active; inconclusive means small, poorly fitted or top-dose-only effect, or effect the other way, or a change in a side signal; the % refers to the signal ratio;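 further: potency means the concentration at half of the fitted maximal effect; plate controls were basal doxycycline-induced cells for no effect and cells given 10 µM MG132 for full effect; MG132 reads +100%, hits lower the ratio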
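TMD8 ABC-DLBCL cells carrying doxycycline-inducible green luciferase fused to IkappaBalpha plus unfused red luciferase were exposed to compounds (up to 46 uM) for 4 hrs at 37C. Activity came from the overlap-corrected green/red luminescence ratio.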
uPA surface inh = cell surface uPA generation inhibition; cell surface uPA generation assay, qHTS; Potency, µM (doses to about 38.3 µM), for the others: top-dose activity change, negative = inhibition, hits mostly inhibitors; 330,000 compounds, 0.31% hits; active means well fitted inhibition curve with a large enough effect; inconclusive means small, poorly fitted or top-dose-only effect; inactive means no such curve, though single readings can be large or run the other way; tested in mouse RAW 264.7 cells; further: potency means the concentration at half of the fitted maximal effect; on the % scale 0 is the no-effect control and ±100 the full control effect; nearly all actives have a fitted effect of over 55% in size
Eya2 phos inh = Eya2 (human) phosphatase inhibition; recombinant Eya2, OMFP fluorescence dephosphorylation (OMFP is methylfluorescein phosphate); AID 488837; Potency, µM (titrated, usually from 76.9 µM), without a hit: at the highest dose activity, negative = inhibition, hits mostly inhibitors; 330,000 compounds, 0.006% hits; further: potency means the concentration at half of the fitted maximal effect; on the % scale 0 is the no-effect control and ±100 the full control effect
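Eya2 (0.2 uM) preincubated 10 min at ambient with compound, then OMFP substrate added at 50 uM; 10 min reaction in 50 mM HEPES pH 7.5, 50 mM NaCl, 5 uM MgCl2, 0.05% BSA, 1 mM DTT. Fluorescence read at Ex 485/Em 525 nm.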
ELG1 repair inh = ELG1-dependent DNA repair inhibition; HEK293T ELG1-luciferase reporter, luminescence, 16 h; DNA damage induced by 5-fluorouridine; Potency, µM (titrated, usually from 46.1 µM), for inactives: top-dose activity change, negative = inhibition, most hits filed as inhibitors; 330,000 compounds, 2.3% hits; AID 504467; further: potency means the concentration at half of the fitted maximal effect; on the % scale 0 is the no-effect control and ±100 the full control effect; nearly all actives have a fitted effect of over 55% in size
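HEK293T cells expressing luciferase-tagged ELG1 (2,000/well) received 5-Fluorouridine plus compound or DMSO for 16 hr at 37 °C. Luciferase was read by ONE-Glo luminescence after 30 min at room temperature.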
TSG101-PTAP inh = blocks PTAP/TSG101 interaction to inhibit HIV-1 budding. 340,000 tested, under 10 active. Q99816. AID 493005. Fluorescence polarization, FITC-PTAP peptide / Tsg101 binding. Potency, µM (highest dose often 115 µM), without a hit: at the highest dose activity change, negative = inhibition, usual class: inhibitors; active means well fitted inhibition curve with a large enough effect in the main read-out, with a control signal flat, not every such curve was filed as active; inconclusive means small, poorly fitted or top-dose-only effect, or effect the other way, or a change in a side signal; inactive means no such curve, though single readings can be large or run the other way; further: potency means the concentration at half of the fitted maximal effect; % of control where 0% means no effect
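Fluorescence polarization binding of Tsg101 binding domain (10 uM final) to FITC-labeled PTAP peptide (50 nM final) in HEPES pH 7.5 buffer with NaCl, Tween 20, EDTA, TCEP. Compounds added before peptide; binding 20 min at RT.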
B2AR arrestin = recruits beta-arrestin to the human beta2-adrenergic receptor. P07550. 330,000 compounds, 0.02% hits. Potency, µM (highest dose often 46.1 µM), without a hit: at the highest dose activation, usual class: activators. beta-arrestin recruitment to beta2AR, cell-based reporter;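 further: potency means the concentration at half of the fitted maximal effect; 0% = DMSO controls and full agonism = EC100 isoproterenol or metaproterenol; nearly all actives have a fitted effect of over 65% in size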
Target sequence (P07550 whole entry, looked up): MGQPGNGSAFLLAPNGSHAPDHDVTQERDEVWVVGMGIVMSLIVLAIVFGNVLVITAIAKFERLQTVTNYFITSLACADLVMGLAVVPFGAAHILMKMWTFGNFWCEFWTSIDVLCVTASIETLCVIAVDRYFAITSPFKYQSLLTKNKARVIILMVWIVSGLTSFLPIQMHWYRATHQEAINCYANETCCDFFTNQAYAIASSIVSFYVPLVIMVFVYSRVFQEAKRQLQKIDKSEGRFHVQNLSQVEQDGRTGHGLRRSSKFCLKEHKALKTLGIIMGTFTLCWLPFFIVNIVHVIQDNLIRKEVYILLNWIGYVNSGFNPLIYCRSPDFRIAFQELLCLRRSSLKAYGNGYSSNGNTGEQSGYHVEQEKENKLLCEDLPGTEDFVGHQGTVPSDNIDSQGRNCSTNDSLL
TSHR antag = antagonists of human thyroid stimulating hormone receptor. activity change, negative = inhibition, % at 11.5 µM. 330,000 compounds, 0.2% hits. P16473. TSHR-expressing cells, TSH-stimulated cAMP HTRF, 2 h; hits give low values. AID 504810;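 active means activity change below a set negative limit, meaning inhibition stronger than a set level, cut at about -70% in these data; inconclusive means activity change between two set negative limits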; further: on the % scale 0 is the no-effect control and ±100 the full control effect
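Cell-based HTRF cAMP assay; TSHR cells + compound, TSH EC80 (4nM final), 2 h, 37 deg C. Lysis with anti-cAMP cryptate and cAMP-d2, 30 min RT, read 665/620 nm.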
Mito fusion act = mitochondrial division inhibition or fusion activation. Potency, µM (series often up to 46.1 µM), without a hit: at the highest dose growth rescue (activation), usual class: activators. AID 485298. S. cerevisiae fusion-defective mutant growth rescue, CellTiterGlo 48 h. 320,000 compounds, 0.23% hits;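 further: potency means the concentration at half of the fitted maximal effect; % of control where 0% means no effect; nearly all actives have a fitted effect of over 45% in size; temperature-sensitive fusion mutants such as fzo1-1 at 37 °C on non-fermentable ethanol glycerol medium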
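Yeast fusion mutant, YPEG (non-fermentable carbon), compound, 48 h at 37C non-permissive; CellTiterGlo added, 10 min RT, luminescence read. Rescued growth = division inhibition.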
The depositor's hits bear a star; ? = inconclusive; · = not tested or not shown; [ ] = remark or other dose. Unless noted, the call rests on the fitted dose curve; in most records, active means well fitted curve in the direction sought with a large enough effect; inconclusive means small, poorly fitted or top-dose-only effect, or another doubt; inactive means no such curve, though single readings can be large; an effect the other way counts as inactive or inconclusive. Random draw from the library; 3% or so of the library scored in one or more.

SMILES	USP2a block	TCR activator	Tb PFK inh	Chronic BCR inh	uPA surface inh	Eya2 phos inh	ELG1 repair inh	TSG101-PTAP inh	B2AR arrestin	TSHR antag	Mito fusion act
Cc1ccc2nc(SCC(=O)NCC3CCCO3)c(C#N)cc2c1 (configuration not stated)	1%	1%	-7%	-1%	-1%	0%	21%	0%	3.3%	-3	-1%
O=C(c1ccco1)N1CCN(S(=O)(=O)c2cccc(C(F)(F)F)c2)CC1	6%	3%	1%	-2%	-1%	1%	4%	-2%	0.5%	-2	-2%
CCOC(=O)C1=C(c2ccccc2)Nc2ncnn2C1c1ccc(O)cc1 (configuration not stated)	1%	-3%	3%	?	1%	-16%	0%	-3%	3.3%	0	0%
Cc1ccc(/C=C/C(=O)N2CCC(Cc3ccccc3)CC2)cc1	-2%	-5%	2%	1%	9%	-2%	1%	-8%	-0.7%	6	28%
CCn1c(SCC(=O)Nc2nc(C)cs2)nnc1-c1ccco1	0%	0%	2%	20%	2%	-2%	-4%	-4%	-0.3%	2	-3%
O=C(C[C@H]1C/C=C\C[C@H](NC(=O)OCC2c3ccccc3-c3ccccc32)C(=O)OC[C@H](Cc2ccccc2)NC1=O)N[C@H](CO)Cc1ccccc1	2%	7%	2%	1%	-18%	9%	11%	3%	-0.3%	15	·
c1ccc(C2=Nn3c(nnc3-c3n[nH]c4c3CCC4)SC2)cc1	2%	12%	2%	?	-16%	17%[15.4 µM]	?	-5%	-0.3%	-8	18%
CN1CCN(c2nc(-c3ccccc3)ncc2S(=O)(=O)c2ccccc2)CC1	-2%	-4%	-2%	-16%	·	-12%	-19%	-8%	-0.2%	-4	6%
CSc1nnc(C)c(/C=C/Nc2ccc(F)cc2F)n1	0%	-1%	-6%	-1%	-5%	-2%	-3%	-3%	0.2%	-5	1%
CN1CCC[C@@H]1CCNC(=O)c1cccc2c1C(=O)c1ccc(N3CCCC3)cc1S2(=O)=O	7%	1%	-2%	0%	3%	5%	?	14%	-0.9%	-1	·
Nc1nc(N2CCN(c3ccc(Cl)cc3)CC2)n[nH]1	2%	1%	0%	0%	4%	1%	0%	-6%	0.1%	4	0%
NC(=O)c1ccc(-n2c(CCC(=O)O)ccc2-c2cccs2)cc1	0%	3%	?	?	0%	-3%	5%	-2%	0.0%	47	-1%
COc1ccc(Cl)cc1C(=O)Nc1cccnc1	0%	4%	-3%	4%	4%	-4%	7%	-8%	-1.0%	-6	4%
N#Cc1ccccc1OCC(=O)Nc1ccc2c(c1)OCCCO2	4%	3%	-6%	?	1%	2%	?	-18%	-1.4%	5	-3%
O=C(CC1Oc2ccccc2NC1=O)NCCCN1CCCC1=O (configuration not stated)	2%	9%	-1%	?	-8%	3%	3%	-9%	-0.1%	1	2%
O=[N+]([O-])c1ccc2c(c1)c(-c1ccccc1)nc1nncn12	0%	-7%	-2%	?	8%	12%	3%	0%	-0.1%	7	-1%
CS(=O)(=O)Oc1ccc2c(c1)O/C(=C\C=C\c1ccccc1)C2=O	?	-3%	3%	?	-4%	23%	3%	-3%	-0.5%	-23	10%
CCc1cccc(NS(=O)(=O)c2c(C)[nH]c(=O)[nH]c2=O)c1	0%	-3%	-2%	0%	-9%	9%	17%	-2%	-0.7%	2	-6%
CCOCCCNC(=O)N1CCOCC1	4%	-4%	20%	-6%	3%	13%	16%	-2%	0.3%	-3	-6%
CC(C)NC(=O)CN1CCN(Cc2nc(C(c3ccccc3)c3ccccc3)no2)CC1	1%	-5%	0%	-21%	-3%	-8%	-9%	0%	0.0%	0	-4%
CCC(C)NC(=O)CSC1=Nc2ccccc2C2=NC(c3ccccc3)C(=O)N12 (configuration not stated)	?	-6%	0%	9%	-2%	19%	0%	-3%	0.3%	-17	-1%
Cc1ccc(Cn2cccc(NC(=O)NC3CCCCC3)c2=O)cc1	1%	0%	9%	-5%	1%	-9%	7%	-10%	-0.2%	-13	5%
COc1ccc(-n2c(=O)c3ccccc3n(CC(=O)OCc3ccccc3)c2=O)cc1OC	-1%	-3%	1%	3%	-2%	-1%	2%	-8%	-0.1%	39	-4%
Nc1c(-c2cccs2)cnn1-c1nc(-c2ccc(Cl)cc2Cl)cs1	1%	-2%	1%	?	1%	9%	-6%	-1%	-0.7%	14	-5%
CCC(=O)OCc1c(C(F)(F)F)nn(C)c1Oc1cccc(C(F)(F)F)c1	-2%	8%	-5%	4%	·	-20%	14%	-8%	-0.3%	9	-1%
N#CCCn1cc(/C=N/O)c(-c2ccc(-c3ccccc3)cc2)n1	0%	-4%	0%	?	-14%	-8%	?	-13%	0.1%	-18	0%
O=C(NCC(=O)N(CC1CCCO1)C1(C(=O)NC2CCCC2)CCCCC1)c1ccccc1 (configuration not stated)	-5%	-4%	-1%	?	2%	3%	7%	-5%	3.7%	28	-1%
O=Cc1cnc(N2CCOCC2)nc1	3%	-2%[46.1 µM]	4%	1%	-1%	-1%	8%	-1%	0.2%	11	6%
CC(C)(C)OC(=O)N[C@@H](Cc1ccccc1)c1nnc(S(=O)(=O)Cc2ccccc2)o1	1%	·	0%	?	·	-8%	-19%	·	-3.0%	-32	-17%
Cc1ccc(N(CC(=O)NCC(O)c2ccccc2)S(=O)(=O)c2ccc(C)cc2)cc1 (configuration not stated)	0%	-31%	-2%	-1%	-8%	14%	0%	-2%	-0.6%	9	16%
CCc1nc(N2CCCC2C(=O)O)c2oc3ccccc3c2n1 (configuration not stated)	1%	-6%	-1%	4%	-7%	-8%	0%	-2%	0.3%	25	2%
CCCN1C(=O)CSC1=Nc1ccccc1	1%	1%	1%	-28%	11%	?	2%	-5%	0.0%	4	5%
COCC(=O)Nc1ccc(N2CCCC2)c(S(=O)(=O)Nc2ccccc2OC)c1	1%	2%	-8%	0%	-6%	21%	-1%	0%	-0.1%	-23	1%
COc1cccc2cc(C(=O)N3CCc4ccccc4C3)c(=O)oc12	0%	0%	-5%	?	-4%	8%[15.4 µM]	?	0%	-1.1%	-2	-1%
COc1ccc(N2CCN(Cc3nc(N)nc(Nc4ccccc4OC)n3)CC2)cc1	-1%	1%	0%	-11%	-4%	19%	-13%	1%	0.3%	15	-2%
CCCCn1c(=O)[nH]c(=O)c2c1nc(-c1cc(Br)c(OCC)c(OC)c1)n2C	3%	9%	-1%	4%	-2%	7%	?	2%	0.3%	4	6%
COc1ccc(C)cc1NS(=O)(=O)c1cn(C)nc1C	1%	-4%	4%	-6%	3%	6%	11%	-3%	0.3%	7	-1%
Cn1ccnc1SCC(=O)c1cccc(Br)c1	2%	-2%	5%	?	·	-26%	?	-6%	-0.1%	4	-6%
CCN(CC)/C(=N\S(=O)(=O)c1ccc(F)cc1)c1ccccc1	1%	0%	-2%	5%	1%	10%	11%	0%	0.3%	-13	7%
COc1ccc2c(CC(=O)NNC(=O)c3ccccc3F)coc2c1	-2%	-3%	3%	3%	-5%	3%	-10%	-15%	0.3%	7	·
Cc1c(C)c2ccc(OCC(=O)N3CC[C@@]4(O)CCCC[C@H]4C3)cc2oc1=O	0%	-2%	8%	?	-1%	?	?	0%	0.1%	-3	-11%
O=C(CCNC(=O)c1ccccc1Cl)Nc1cccc(S(=O)(=O)N2CCCC2)c1	0%	4%	-13%	11%	-3%	-1%	-16%	-1%	0.1%	26	2%
CCC(C)c1ccc(NC(=S)N2CCN(c3ccccn3)CC2)cc1 (configuration not stated)	0%	1%	-8%	?	3%	-9%	-7%	0%	0.4%	-17	-2%
NS(=O)(=O)c1cccc(NC(=O)COC(=O)CN2C(=O)C3CC=CCC3C2=O)c1 (configuration not stated)	0%	1%	0%	?	5%	0%	3%	-4%	-1.7%	14	-8%
COc1ccc(C[C@H]2CN3C(=NC[C@H]3C)N2CCNC(=O)c2ccc(C)c(Br)c2)cc1	7%	5%	4%	-13%	?	5%	4%	1%	-0.3%	7	-3%
Cc1ccc(N(C(C)C(=O)O)S(=O)(=O)c2c(C)n[nH]c2C)cc1 (configuration not stated)	2%	6%	0%	5%	0%	8%	25%	-10%	-0.3%	5	1%
O=C(CSc1nc2ccccc2n1CCc1ccccc1)NC1CC1	2%	0%[46.1 µM]	0%	2%	1%	-4%	4%	-2%	-0.4%	8	4%
